Screening results from PubChem.
KB-3-1 cytotox: kills parental KB-3-1 adenocarcinoma cells; KB-3-1 viability, CellTiter-Glo ATP luminescence, 72 h; Potency, µM (doses to about 46.1 µM), for inactives: at the highest dose activity change, negative = cytotoxic, usual class: cytotoxic; actives 1.4% (n = 400,000); note: potency is the fitted concentration of half-maximal effect; % is set by controls: 0 for no effect and ±100 for the full control effect; nearly all actives have a fitted effect of over 60% in size
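Cytotoxicity in the drug-sensitive parental line KB-3-1 was scored as loss of CellTiter-Glo luminescence following 72 h incubation with compound. Values come from curve fitting of normalized concentration-response data.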
HT1080 IDH1KD tx: kills HT-1080 cells with IDH1 knockdown | AID 686971 | actives 2% (n = 360,000) | Potency, µM (titrated, usually from 46.1 µM), for the others: at the top dose activity, negative = toxicity, hits mostly cytotoxic | HT-1080 IDH1 knockdown viability, ATP luminescence, 48 h;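 note: potency is the fitted concentration of half-maximal effect; 0% = DMSO wells and -100% = cell-free medium wells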
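Viability of IDH1-knockdown HT-1080 fibrosarcoma cells was assessed by CellTiter-Glo after 48 h at 37 °C with titrated compound; concentration-effect curves were classified by fit quality and response size.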
ATXN2 expr inh: reduces ATXN2 reporter expression in HEK-293 cells. HEK-293 ATXN2-luciferase reporter, luminescence, 24 h. Potency, µM (series often up to 57 µM), for the others: top-dose activity change, negative = inhibition, hits mostly inhibitors. actives 0.72% (n = 360,000); note: potency is the fitted concentration of half-maximal effect; % is set by controls: 0 for no effect and ±100 for the full control effect; nearly all actives have a fitted effect of over 55% in size
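ATXN2-luciferase reporter cells (luciferase flanked by upstream and downstream ATXN2 gene portions) were treated 24 h at 37 °C with compounds at up to 57 uM. SteadyGlo luminescence gave expression; GF-AFC fluorescence gave viability.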
SW480 rereplic: induces DNA re-replication in SW480 colon adenocarcinoma cells | SW480 DNA re-replication, Hoechst DNA content imaging, 48 h | Potency, µM (highest dose often 46.1 µM), for the others: top-dose re-replication activation, hits mostly activators | actives 1.8% (n = 340,000) | AID 624297; note: potency is the fitted concentration of half-maximal effect; % of control where 0% means no effect; nearly all actives have a fitted effect of over 55% in size
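Per well, 250 cells were exposed to pinned compound for 48 hr. Nuclear DNA was visualised with Hoechst (40 min, 37 C) and total object intensity recorded by fluorescence scanning.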
IL1B secr inh: inflammasome signaling inhibition, IL-1 beta readout. THP-1 LPS/ATP IL-1B secretion, AlphaLISA, 16 h; hits give low values. activity change, % at 57.5 µM. actives 4.7% (n = 360,000); in the data active = activity change below about -50%; inconclusive = mostly about -30% to -49%; note: % is set by controls: 0 for no effect and ±100 for the full control effect
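THP-1 cells pretreated 1 hr with compounds (up to 57.5 uM final), then stimulated with LPS (250 ng/mL final) plus ATP (1.25 mM final); secreted IL-1B measured by AlphaLISA after 16 hr, decreased signal indicating inhibition.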
MCF10A rerep: inducers of DNA re-replication in MCF 10A breast cells | actives 2.9% (n = 350,000) | MCF 10A DNA re-replication, Hoechst nuclear intensity, 48 h | Potency, µM (doses to about 46.1 µM), without a hit: top-dose activity, positive = re-replication, actives largely listed as activators; note: potency is the fitted concentration of half-maximal effect; % of control where 0% means no effect; nearly all actives have a fitted effect of over 50% in size
KB-V1 cytotox: KB-V1 MDR subline cytotoxicity; AID 1347076; actives 3.4% (n = 400,000); Potency, µM (titrated, usually from 46.1 µM), without a hit: at the top dose activity change, negative = cytotoxicity, actives largely listed as cytotoxic; KB-V1 MDR cells viability, CellTiter-Glo, 72 h; note: potency is the fitted concentration of half-maximal effect; % is set by controls: 0 for no effect and ±100 for the full control effect; nearly all actives have a fitted effect of over 60% in size
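qHTS viability screen in drug-selected KB-V1 MDR cells: 72 h compound treatment at 37 degrees C, ATP luminescence end point.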
S2 tox: viability counter-screen for ATXN expression inhibitors. S2 cells (HEK-293 line with an ATXN2-luciferase reporter) viability, CellTiter-Fluor protease fluorescence, 24 h. Potency, µM (top dose mostly 56.7 µM), hits mostly cytotoxic. actives 0.49% (n = 400,000); note: potency is the fitted concentration of half-maximal effect; nearly all actives have a fitted effect of over 40% in size
HT1080-NT tox: kills 2HG-producing HT-1080-NT fibrosarcoma cells; HT-1080-NT fibrosarcoma viability, CellTiter-Glo ATP luminescence, 48 h; Potency, µM (highest dose often 46.1 µM), without a hit: at the top dose activity, negative = less viability, most hits filed as cytotoxic; actives 1.6% (n = 360,000); AID 686970;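 note: NT is the 2HG producing partner of a matched IDH1 knockdown line; potency is the fitted concentration of half-maximal effect; 0% = DMSO-treated cells and -100% = media-only wells without cells; nearly all actives have a fitted effect of over 55% in size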
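750 cells/well, RPMI + 5% FBS; 2 h settle, compound pin-transfer, 48 h at 37 degrees C. CellTiter-Glo 10 min RT, luminescence. Normalized to DMSO and media-only wells.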
Starred values were filed as active, the others as inactive; i = inactive; ? = inconclusive; · = not tested or not shown; [ ] = another dose, or the depositor's remark. Unless noted, calls come from the whole dose curve; as a rule, active = well fitted curve in the direction sought with a large enough effect; inconclusive = small, poorly fitted or top-dose-only effect, or another doubt; inactive = no such curve, though single readings can be large; an effect the other way counts as inactive or inconclusive.

Below each SMILES: KB-3-1 cytotox	HT1080 IDH1KD tx	ATXN2 expr inh	SW480 rereplic	IL1B secr inh	MCF10A rerep	KB-V1 cytotox	S2 tox	HT1080-NT tox
- O=C(O)c1cc(S(=O)(=O)NCc2ccco2)c(Cl)cc1Cl
  5.2%	20.5%	2.0%	-3.7%[9.22 µM]	-5.5	-2.4%	10.0%	i	18.8%
- O=C(Nc1ccccc1C(=O)N1CCOCC1)c1cccnc1
  -4.9%	-0.2%	-2.6%	?	0.0	?	6.4%	i	2.1%
- COc1cccc(CNS(=O)(=O)c2cc3c(cc2Cl)NC(=O)CO3)c1
  0.5%	-0.3%	-16.9%	-2.2%	-1.9	10.6%	18.3%	?	2.4%
- CCOC(=O)N1CCN(C(=O)c2oc3ccc(S(=O)(=O)N(CC)CC)cc3c2C)CC1
  18.4%	-11.0%	-11.5%	-0.6%	53.3	13.6%	-12.4%	i	3.8%
- COC(=O)C[C@@H]1C=C[C@@H](NS(=O)(=O)c2ccc(OC)cc2)[C@@H](CO)O1
  10.9%	16.1%	·	·	23.3	·	7.1%	·	20.2%
- Cc1ccc(C2CC2c2n[nH]c(=S)n2-c2cccc(C)c2)cc1 (stereo not drawn)
  -6.7%	?	-1.1%	?	38.1	?	?	i	-16.8%
- Cn1cc(C(=O)c2ccc(Cl)cc2Cl)cc1C(=O)N/N=C(\N)COc1ccc(F)cc1
  ?	?	-9.3%	?	-1.5	16.6%	?	i	-29.9%
- COc1ccc(OCC(=O)NCCNC(=O)c2ccccn2)cc1
  1.0%	1.1%	1.1%	-30.1%	15.5	-0.2%	?	i	7.6%
- CCCN(C(=O)c1cc(Cl)nc2ccccc12)c1c(N)n(Cc2ccccc2)c(=O)[nH]c1=O
  3.9%	15.4%	10.2%	0.2%	5.8	-4.4%	?	i	1.8%
- Cc1ccc(NC(=O)C2=C(O)CCn3c2nc2ccccc23)cc1
  -0.2%	7.5%[9.24 µM]	0.3%	0.2%	?	-5.8%	-20.6%	i	?
- Cc1ccc(C(=O)Nc2ccc(OCc3ccccc3)cc2)s1
  -11.0%	-10.2%	-1.6%	13.9%	17.1	?	-4.6%	i	-4.2%
- CCC(=O)Nc1cc2[nH]c(=O)cc(C)c2cc1C
  4.0%	-4.9%	-17.8%	-22.4%	-4.8	0.651µM*	14.7%	·	-8.2%
- O=C(Nc1ccc(Cl)c(Cl)c1)N1CCSCC1
  9.7%	3.5%	7.7%	-20.4%	-28.6	?	8.5%	i	0.2%
- Cc1ccc(CN(Cc2cccn2-c2nnc(N3CCCC3=O)s2)C(=O)Nc2ccccc2Cl)cc1
  -6.2%	·	-7.6%	·	·	·	-6.4%	i	·
- Cc1ccnc(SCc2cc(=O)c(OC(=O)c3cccs3)co2)n1
  -11.9%	-22.6%	6.3%	-4.4%	11.5	0.7%	-17.8%	i	-14.2%
- O=C(/C=C/c1ccc(Cl)cc1)N(Cc1cccs1)C1CCS(=O)(=O)C1 (stereo not drawn)
  -5.2%	-11.9%	?	-6.3%	-9.5	?	6.8%	i	-1.7%
- COc1ccc(Cc2c(-c3ccco3)nc3ccc(Cl)cn23)c(C)c1
  0.1%	?	-7.7%	·	-4.2	·	22.8%	i	-24.4%
- CCC(C)(C)NC(=O)C(c1ccccc1)N(C(=O)c1csnn1)C1CC1 (stereo not drawn)
  -10.0%	16.4%	-20.0%	-0.6%	-13.7	-2.1%	-9.5%	i	2.0%
- COc1ccc(CNC(=O)C2CCCN2)cc1OC (stereo not drawn)
  -3.9%	21.1%	6.4%	?	26.6	-1.8%	7.2%	i	5.4%
- Cc1ccc2cccc(SCC(=O)N3CCOCC3)c2n1
  0.0%	3.2%[9.24 µM]	-0.7%	-8.7%	40.8	0.1%	-8.3%	i	-8.2%
- O=C(Cn1c(=O)oc2ccccc21)Nc1ccc(F)c(F)c1
  1.0%	-8.2%	·	-9.9%	-11.6	0.0%	5.2%	?	-4.2%
- CCN1C(=O)C(CC(=O)Nc2ccc(OC)cc2)N(CCc2ccccc2F)C1=S (stereo not drawn)
  -29.8%	?	?	1.6%	-10.7	?	-30.0%	?	?
- Cc1ccc(C(=O)Nc2ccc3c(c2)OCO3)o1
  ?	-14.6%	29.4%	-49.1%[inhibitor]	21.5	4.9%[9.22 µM]	?	i	-6.0%
- CC(=O)Nc1c(C(=O)Nc2ccccc2F)oc2ccccc12
  0.0%	·	-5.4%	·	·	·	0.8%	i	·
- c1ccc(-c2nc3nonc3nc2-c2ccccc2)cc1
  -26.4%	?	?	?	23.4	?	?	?	-26.7%
- CCOC(=O)CNC(=O)CSc1nc(Cc2ccccc2)nc2ccccc12
  -5.8%	-4.1%	13.9%	?	-10.2	3.9%	-6.4%	i	-2.9%
- COc1ccccc1OCC(=O)N(Cc1nc(-c2ccccc2)no1)C1CCCCC1
  ?	-23.6%	33.2%	10.6%	-10.0	15.7%	16.4µM*	i	-25.0%
- COc1ccccc1C(=O)N1CCN(S(=O)(=O)c2ccccc2)CC1
  -18.6%	1.4%	7.9%	-5.9%	20.1	-15.8%	-18.9%	i	-1.5%
- O=C(N/N=C\c1cc(Br)cs1)C1COc2ccccc2O1 (stereo not drawn)
  ?	?	-25.0%	?	1.6	?	?	i	?
- CCOC(=O)c1ccc2c(c1)nc(C)n2CC
  9.4%	-5.2%	25.9%	4.1%	-16.9	?	-9.8%	i	-4.3%
- CC(=O)c1ccc(NC(=O)Nc2ccc3c(c2)N(C)C(=O)CS3)cc1
  -16.1%	?	63.2%[activator]	2.9%	-8.6	16.5%	5.4%	i	?
- CC(C)NC(=O)CCN1C(=O)c2ccccc2Sc2ncccc21
  6.4%	4.9%	6.0%	?	0.0	1.5%	0.0%	i	6.9%
- Cc1cccc(-c2nn3c(=O)cc(CN4CCN(S(=O)(=O)c5ccc(Cl)cc5)CC4)nc3s2)c1
  6.5%	·	-1.2%	·	·	·	-3.6%	i	·
- O=P(OC1CCCCC1)(OC1CCCCC1)C(O)c1ccccc1 (stereo not drawn)
  -2.7%	-23.9%	1.6%	-11.3%	-28.6	1.1%	9.2µM*	?	-3.3%
- Cc1ccc(NC(=O)CN(C)C(=O)c2ccc(NS(=O)(=O)c3ccc4[nH]c(=O)[nH]c4c3)cc2)cc1
  3.3%	0.9%	5.5%	1.9%	-6.8	-0.5%	24.6%	i	-0.8%
- COC(=O)c1ccc(C(=O)NC2CC(C)(C)Cc3c2cnn3-c2ccc(F)cc2)nc1 (stereo not drawn)
  ·	-14.4%	-0.9%	?	8.7	20.6µM*	·	?	0.0%
- COC(=O)C1CCN(C(=O)COC(=O)c2ccc(OC)c(S(=O)(=O)N3CCCc4ccccc43)c2)CC1
  8.6%	-2.2%	·	-6.9%	18.5	1.1%	-18.9%	i	3.3%
- COCC(=O)Nc1ccc(S(=O)(=O)N2CCCC2)cc1
  15.1%	7.8%	8.3%	-0.5%	12.9	-0.5%	11.8%	i	4.7%
- O=S(=O)(c1ccc(NC(=S)N/N=C/c2c3ccccc3cc3ccccc23)cc1)N1CCOCC1
  3.66µM*	?	·	13µM*	-10.9	?	?	?	?
- CN(C(=O)COC(=O)c1ccc(Cl)c(S(=O)(=O)N2CCCCC2)c1)C1(C#N)CCCCC1
  0.0%	-3.4%	·	-9.5%	10.8	-0.2%	-9.5%	i	2.4%

Single records (already shown). Order of screens: KB-3-1 cytotox	HT1080 IDH1KD tx	ATXN2 expr inh	SW480 rereplic	IL1B secr inh	MCF10A rerep	KB-V1 cytotox	S2 tox	HT1080-NT tox
Cc1ccc(NC(=O)C2=C(O)CCn3c2nc2ccccc23)cc1 as listed: -0.2%	7.5%[9.24 µM]	0.3%	0.2%	?	-5.8%	-20.6%	i	?
COCC(=O)Nc1ccc(S(=O)(=O)N2CCCC2)cc1 as listed: 15.1%	7.8%	8.3%	-0.5%	12.9	-0.5%	11.8%	i	4.7%
O=C(Cn1c(=O)oc2ccccc21)Nc1ccc(F)c(F)c1 as listed: 1.0%	-8.2%	·	-9.9%	-11.6	0.0%	5.2%	?	-4.2%
COc1ccccc1OCC(=O)N(Cc1nc(-c2ccccc2)no1)C1CCCCC1 as listed: ?	-23.6%	33.2%	10.6%	-10.0	15.7%	16.4µM*	i	-25.0%
CN(C(=O)COC(=O)c1ccc(Cl)c(S(=O)(=O)N2CCCCC2)c1)C1(C#N)CCCCC1 as listed: 0.0%	-3.4%	·	-9.5%	10.8	-0.2%	-9.5%	i	2.4%

Continued:
Below each SMILES: KB-3-1 cytotox	HT1080 IDH1KD tx	ATXN2 expr inh	SW480 rereplic	IL1B secr inh	MCF10A rerep	KB-V1 cytotox	S2 tox	HT1080-NT tox
- COC(=O)c1sccc1NC(=O)c1ccc2c(c1)OCO2
  12.4%	5.4%[9.24 µM]	-5.0%	-4.4%	8.5	4.9%	?	i	9.2%
- CC(=O)N/C(N)=N/c1nc2cc([N+](=O)[O-])ccc2o1
  10.6%	7.7%	20.4%	-70.4%[inhibitor]	-12.1	-1.0%	13.3%	?	-1.0%
- Cc1cc(NC(=O)CSc2ncnc3sccc23)no1
  -0.6%	7.5%	-0.2%	-1.9%	-20.2	0.2%	?	i	14.1%
- COc1ccc(C2CC(c3ccccc3)=NN2C(=O)CSc2nnnn2-c2cccc(C)c2)cc1 (stereo not drawn)
  0.3%	25.2%	1.7%	?	7.2	3.7%	-9.2%	i	1.1%
